NadD inh = inhibitors of Staphylococcus aureus NadD | purified NadD enzyme, colorimetric absorbance read-out | hit rate 0.78% among 360,000 | inhibition, % at 20 µM; in the data active = inhibition above about 26%; note: some compounds past the cut are filed as inactive
Rpn11 block = inhibitors of human proteasome Rpn11. O00487. human 26S proteasome, Ub4-pepOG fluorescence polarization; 20S core pre-blocked with epoxomicin. calls only at 20 µM. hit rate 0.59% among 360,000;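 active = inhibition at 20 µM, scaled to each plate's controls, above about 33%, limit read from the data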
Scp-1 inhibitor = Scp-1 (human) phosphatase inhibition. Q9GZU7. Recombinant Scp1, phosphopeptide, malachite green phosphate absorbance. inhibition, % at 20 µM. hit rate 0.88% among 340,000;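 active = inhibition above about 50% at 20 µM, limit read from the data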;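 note: plate controls were DMSO wells with enzyme for no effect and wells lacking enzyme for full effect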
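Material – SCP-1 phosphatase catalytic domain, residues 76-261 · Buffer or medium – Acidic Tris acetate buffer with magnesium and detergent · Also added – Phospho 17-mer peptide substrate · Compound – single 20 µM dose, 1% DMSO · Times – 45 min room-temperature reaction, 5 min colour, 30 min stabiliser · Technique – Phosphate-binding colour reagent, absorbance read at 630 nm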
LMPTP block = blocks human LMPTP phosphatase; P24666; recombinant LMPTP-A, OMFP fluorogenic substrate, fluorescence intensity; inhibition, % at 20 µM; hit rate 0.22% among 360,000;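 active = compounds that cut the enzyme signal by at least half of the control window in the single-dose screen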;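 note: plate controls were DMSO wells with enzyme plus substrate for no effect and substrate without enzyme for full effect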
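Test system: LMPTP-A phosphatase enzyme; input: 0.625 nM LMPTP-A final; reagent: OMFP substrate, 400 µM final; compound dosing: 20 µM single dose, 3% DMSO; incubation: 50 min dark incubation at room temperature; measured by: endpoint fluorescence intensity from OMFP dephosphorylation; measure: % inhibition relative to no-enzyme and uninhibited control wells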
TbMetRS inhib = Trypanosoma brucei MetRS inhibition. hit rate 0.4% among 360,000. purified T. brucei MetRS, ATP depletion, Kinase-Glo luminescence. inhibition, % at 11.9 µM;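 active = inhibition above a per-plate cutoff of the control wells' mean inhibition plus 3 SD, cut at about 5.5% in these data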;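 note: 0% = DMSO wells median and 100% = median of wells with control inhibitor compound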
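assay system = parasite MetRS enzyme | timing = 15 min preincubation, 2 h reaction, all 25 °C | evaluation = percent inhibition relative to median high and low control wells | medium = HEPES buffer containing pyrophosphatase, BSA, spermine, DTT | compound = single dose, 11.9 µM final nominal, 0.9% final DMSO | detection = Kinase-Glo luminescence, ATP depletion format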
SUMO1 PPI mod = modulators of human SUMO1-mediated protein-protein interactions | P63165 | SUMO1 binding to a labelled peptide, TR-FRET, 1 h | inhibition, % at 20 µM | hit rate 0.33% among 360,000; in the data active = inhibition above about 37%
Target sequence (P63165 whole entry, looked up): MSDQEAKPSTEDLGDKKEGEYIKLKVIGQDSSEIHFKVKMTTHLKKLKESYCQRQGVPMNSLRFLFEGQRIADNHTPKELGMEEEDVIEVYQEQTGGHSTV
MLLE-PAM2 inh = inhibitors of microRNA-mediated deadenylation, human PABP1 MLLE binding. hit rate 0.36% among 360,000. P11940. inhibition, % at 20 µM. GST-MLLE / FITC-PAM2 fluorescence polarization; in the data active = inhibition above about 35%, passing the limit was not always enough;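 note: plate controls were DMSO wells with GST-MLLE for no effect and wells lacking GST-MLLE protein for full effect; some results filed as inactive read as strong as hits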
Target sequence (P11940 whole entry, looked up): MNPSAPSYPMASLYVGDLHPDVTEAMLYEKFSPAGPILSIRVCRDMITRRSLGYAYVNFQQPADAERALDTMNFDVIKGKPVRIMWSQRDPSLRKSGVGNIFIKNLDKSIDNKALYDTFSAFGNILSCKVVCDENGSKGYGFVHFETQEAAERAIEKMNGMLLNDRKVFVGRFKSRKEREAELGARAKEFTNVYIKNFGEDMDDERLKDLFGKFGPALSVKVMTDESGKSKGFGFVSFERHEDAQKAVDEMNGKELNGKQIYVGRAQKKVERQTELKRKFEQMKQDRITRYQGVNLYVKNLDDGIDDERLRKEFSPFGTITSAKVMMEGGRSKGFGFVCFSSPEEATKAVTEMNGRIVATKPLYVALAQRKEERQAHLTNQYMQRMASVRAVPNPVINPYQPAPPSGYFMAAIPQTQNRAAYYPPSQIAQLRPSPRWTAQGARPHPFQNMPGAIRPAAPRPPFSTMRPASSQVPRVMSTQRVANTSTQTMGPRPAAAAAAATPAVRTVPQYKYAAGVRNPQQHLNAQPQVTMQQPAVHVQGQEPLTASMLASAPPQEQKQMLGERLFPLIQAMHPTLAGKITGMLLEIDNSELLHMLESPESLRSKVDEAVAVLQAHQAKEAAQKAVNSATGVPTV
STEP inh = blocks human striatal-enriched tyrosine phosphatase. P54829. recombinant STEP, OMFP fluorogenic substrate, fluorescence. inhibition, % at 20 µM. hit rate 0.25% among 360,000. AID 588621;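 active = inhibition at 20 µM, scaled per plate between control wells, above about 37%, limit read from the data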;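 note: 0% = DMSO with enzyme and substrate and 100% = substrate only without enzyme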
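System: isolated STEP enzyme; schedule: 20 min enzyme reaction at room temperature, protected from light; medium: Bis-Tris buffer pH 6.0, 2.5 mM DTT, 0.005% Tween 20; signal: fluorescence, 480/540 nm; dosing: single compound dose of 20 µM, 1% DMSO final; also added: OMFP substrate, 25 µM final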
CSN deneddyl inh = inhibitors of human CSN-mediated cullin deneddylation; Purified CSN, SCF-Nedd8-OG deneddylation, fluorescence polarization; inhibition, % at 12.5 µM; Q92905; hit rate 0.38% among 360,000;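 active = pattern-corrected inhibition above about 35%, with an unprinted fluorescence ratio check between 0.5 and 1.5, limit read from the data, passing the limit was not always enough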;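 note: 0% = enzyme with substrate and 100% = substrate without enzyme; some results filed as inactive read as strong as hits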
Target sequence (Q92905 whole entry, looked up, one chain of several): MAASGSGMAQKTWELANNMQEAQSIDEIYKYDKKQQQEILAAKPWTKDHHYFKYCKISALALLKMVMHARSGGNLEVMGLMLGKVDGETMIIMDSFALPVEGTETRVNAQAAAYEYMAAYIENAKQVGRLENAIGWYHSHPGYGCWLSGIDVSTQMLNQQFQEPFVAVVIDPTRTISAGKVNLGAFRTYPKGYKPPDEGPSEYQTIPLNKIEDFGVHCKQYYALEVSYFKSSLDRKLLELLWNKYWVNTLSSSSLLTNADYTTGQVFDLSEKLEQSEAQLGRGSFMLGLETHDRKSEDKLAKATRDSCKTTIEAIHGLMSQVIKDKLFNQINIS
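Assay system: purified human Csn5 enzyme expressed in HEK293T cells; measure: % inhibition; also added: SCFSkp2-Nedd8OG substrate at 10 nM final; technique: fluorescence polarization; times: reaction 90 min, room temperature; medium: Tris buffer pH 7.5, NaCl, DTT, Tween-20, trehalose, ovalbumin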
DNMT1 block = inhibitors of human DNMT1. hit rate 0.83% among 360,000. P26358. DNMT1 molecular beacon, Hinp1I cleavage, fluorescence. inhibition (reported as % activation of signal), % at 10 µM; in the data active = inhibition above about 50%
Active calls of the source: *; i = inactive; . = no result given.

SMILES	NadD inh	Rpn11 block	Scp-1 inhibitor	LMPTP block	TbMetRS inhib	SUMO1 PPI mod	MLLE-PAM2 inh	STEP inh	CSN deneddyl inh	DNMT1 block
O=C(Nc1ccccc1C(=O)Nc1nncs1)c1ccccc1	-4	i	-10	-2.3	-0.8	5	-3	-3	2	1
CCOc1ccc(NC(=O)C2CC(=O)NC(N3CCc4ccccc43)=N2)cc1 (stereo not drawn)	-6	i	-4	-0.8	-1.2	-2	0	0	3	1
CN(C)c1ccc(C(=O)N2CCN(c3cc(C(F)(F)F)nc4ccccc34)CC2)cc1	7	i	-7	3.3	-0.3	-4	6	1	-3	4
COc1cccc(C(=O)CSc2nnc(CNS(=O)(=O)c3ccc(C)cc3)n2C)c1	3	i	-4	-0.3	-0.8	29	-25	-7	-4	1
CC(Oc1cccc(Cl)c1)C(=O)Nc1ccncc1 (stereo not drawn)	1	i	1	-2.0	-1.3	2	3	0	1	1
CCOc1cc(CN2CCN(C(=O)CC(C)C)CC2)ccc1OC	2	i	2	0.8	-1.3	0	2	-3	-3	2
O=c1c2sccc2nc(SCc2cc(=O)n3ccccc3n2)n1-c1ccc(Br)cc1	16	i	3	1.2	-0.2	-13	4	-2	6	-4
O=C(CSc1nnnn1-c1ccccc1)N1CCNC1=O	4	i	0	-0.3	-1.1	-1	-84	-2	0	0
COc1ccccc1OCc1ccc(C(=O)N2CCCCC2)o1	-1	i	2	2.2	-0.2	5	0	0	6	3
Cc1ccc(C)c(NC(=O)C2(C)CCCN2C(=O)C(C)C)c1 (stereo not drawn)	2	i	.	-1.8	-0.1	-1	-19	-1	7	-2
CN(CCCC1CCCC1)C(=O)CC1C(=O)NCCN1Cc1ccc(F)cc1 (stereo not drawn)	3	i	-5	-0.8	-0.4	2	-1	3	-1	-7
Cc1nnc(SCC2=C(C(=O)O)N3C(=O)C(NC(=O)COc4ccccc4)C3SC2)s1 (stereo not drawn)	7	i	68*	1.0	-0.5	13	35	2	5	9
CCN1CCCC1CNC(=O)c1cc2c(OC)c(OC)c(OC)cc2[nH]1 (stereo not drawn)	0	i	-15	-3.8	-0.1	-6	1	-1	1	-2
CC1CN(C(=O)Nc2ccc3c(c2)OCCO3)CC(C)O1 (stereo not drawn)	-2	i	-4	-0.9	-0.7	0	5	-2	-4	-1
CC1(C)C(C=C(Cl)Cl)C1C(=O)Nc1ccc(S(=O)(=O)Nc2ncccn2)cc1 (stereo not drawn)	-9	i	-7	0.3	-0.2	10	-3	-4	0	0
O=[N+]([O-])C(=C1SCCS1)C(=C(Cl)Cl)N1CCCCC1	1	i	-3	2.6	0.4	-9	9	3	-5	5
CSc1sc(C#N)c2c1/C(=N\O)CCC2	-9	i	-13	-0.5	-0.1	-11	-10	0	8	1
C=CC[C@@H](CC(=O)N(CCO)Cc1ccccc1)C(=O)N[C@H](COC(=O)[C@@H](CC=C)CC(=O)OC(C)(C)C)C(C)(C)C	-4	i	-2	0.5	-0.2	2	3	1	-2	2
Cc1cc(C)n(C(=O)c2ccc(NC(=O)CC(C)C)cc2)n1	6	i	-5	-1.8	-0.3	-1	3	-1	2	2
COc1ccccc1CCNC(=O)/C(=C/c1cccnc1)NC(=O)c1ccccc1	2	i	4	-0.2	-1.5	6	-8	0	6	5
COc1cc(Nc2ncnc(N)n2)cc(OC)c1	-4	i	-7	-1.9	-0.3	3	3	-2	-4	2
Cc1cccn2c(=O)c3cc(C(=O)NCC4CCCO4)c(=N)n(Cc4cccnc4)c3nc12 (stereo not drawn)	2	i	0	2.1	-0.3	-9	19	1	-2	-3
CC1CC(C)(C)NC(=S)N1CCC(=O)NCc1ccc(Cl)cc1 (stereo not drawn)	8	i	8	-0.2	0.2	-3	-58	1	-7	0
CCOc1ccc(C(O)(c2ccccc2OC)C(CN2CCCC2)c2ccccc2)cc1 (stereo not drawn)	-9	i	-10	-1.0	-0.6	1	-8	-3	4	3
O=S(=O)(Nc1ccc2c(c1)OCO2)c1ccc(Br)s1	11	i	-10	2.0	-0.4	-2	-23	1	5	-16
O=C(NCc1cccnc1)C1CC(c2ccc(Cl)c(Cl)c2)=NO1 (stereo not drawn)	-5	i	-4	-0.8	-2.8	0	-4	1	0	0
COc1cc(NC(=O)CSc2nnc(C)s2)cc(OC)c1OC	-1	i	4	-1.1	-0.5	1	-21	-1	-6	1
CN(C(=O)c1ccncc1)C1CCCN(Cc2ccccc2F)C1 (stereo not drawn)	3	i	-5	-0.9	0.3	0	15	-1	-1	0
O=C(NCc1n[nH]c(=S)n1Cc1ccccc1)c1ccc(Cl)cc1Cl	3	i	-1	-0.1	5.8*	3	-5	-1	1	0
COc1ccc(S(=O)(=O)N(C)C)cc1NC(=O)CSC(C)C(=O)Nc1cc(C)on1 (stereo not drawn)	4	i	-14	-6.2	-0.1	-2	8	-2	-1	2

Brought forward from above: 4 compounds; new compounds follow.
SMILES	NadD inh	Rpn11 block	Scp-1 inhibitor	LMPTP block	TbMetRS inhib	SUMO1 PPI mod	MLLE-PAM2 inh	STEP inh	CSN deneddyl inh	DNMT1 block
COc1cc(NC(=O)CSc2nnc(C)s2)cc(OC)c1OC	-1	i	4	-1.1	-0.5	1	-21	-1	-6	1
CN(C(=O)c1ccncc1)C1CCCN(Cc2ccccc2F)C1 (stereo not drawn)	3	i	-5	-0.9	0.3	0	15	-1	-1	0
O=C(NCc1n[nH]c(=S)n1Cc1ccccc1)c1ccc(Cl)cc1Cl	3	i	-1	-0.1	5.8*	3	-5	-1	1	0
COc1ccc(S(=O)(=O)N(C)C)cc1NC(=O)CSC(C)C(=O)Nc1cc(C)on1 (stereo not drawn)	4	i	-14	-6.2	-0.1	-2	8	-2	-1	2
CCN1C(=O)CC(N2CCN(CC(=O)NC(C)C)CC2)C1=O (stereo not drawn)	-2	i	-2	0.1	-0.2	-2	-6	-3	2	-4
COC(=O)[C@H]1C[C@H](OC(=O)NCc2ccccc2)[C@@]2(O)CN(S(=O)(=O)c3ccc(C)cc3)CC2[C@H]1C(=O)OC (stereo partly drawn)	-1	i	.	-0.4	-1.1	-2	-7	-2	0	0
Cc1cc(NC(=O)CSc2ccc3nnc(-c4ccc(Cl)cc4)n3n2)no1	13	i	2	-0.6	-0.4	-4	-35	6	1	3
CC(C)(C)c1ccc(C(=O)NC(=S)N2CCOCC2)cc1	-1	i	-8	-1.1	-0.4	4	-45	5	4	2
COc1ccc(C(=O)NN2CCCCC2)cc1OC	2	i	-6	-2.1	-0.8	0	2	-5	5	3
COc1ccc(N2CCN(C(=O)CCCn3c(=S)[nH]c4cc5c(cc4c3=O)OCO5)CC2)cc1	24	i	-7	-0.7	4.9	1	-29	2	1	-8
CC(C)[C@H](NC(=O)Nc1cccc(Br)c1)C(=O)O	5	i	1	-0.4	0.1	0	-7	0	5	2
CS(=O)(=O)N(CC(=O)N1CCN(Cc2ccc3c(c2)OCO3)CC1)C1CCCCC1	-1	i	0	0.3	-1.2	-1	0	2	3	1
O=C(Nc1ccccc1N1CCOCC1)c1cccc(S(=O)(=O)Nc2ccccc2F)c1	1	i	-2	-0.7	0.1	5	-11	-1	-6	1
COc1cccc(NC(=O)C2C3C=CC4(O3)C2C(=O)N(CCCN2CCCCC2)C4C(=O)NC2CCCCC2)c1 (stereo not drawn)	-7	i	-2	-0.5	-0.8	-1	8	-3	-1	6

Exported as labelled records: 4 of the compounds above.
> C=CC[C@@H](CC(=O)N(CCO)Cc1ccccc1)C(=O)N[C@H](COC(=O)[C@@H](CC=C)CC(=O)OC(C)(C)C)C(C)(C)C
  NadD inh: -4 | Rpn11 block: i | Scp-1 inhibitor: -2 | LMPTP block: 0.5 | TbMetRS inhib: -0.2 | SUMO1 PPI mod: 2 | MLLE-PAM2 inh: 3 | STEP inh: 1 | CSN deneddyl inh: -2 | DNMT1 block: 2

> Cc1cc(C)n(C(=O)c2ccc(NC(=O)CC(C)C)cc2)n1
  NadD inh: 6 | Rpn11 block: i | Scp-1 inhibitor: -5 | LMPTP block: -1.8 | TbMetRS inhib: -0.3 | SUMO1 PPI mod: -1 | MLLE-PAM2 inh: 3 | STEP inh: -1 | CSN deneddyl inh: 2 | DNMT1 block: 2

> COc1ccccc1CCNC(=O)/C(=C/c1cccnc1)NC(=O)c1ccccc1
  NadD inh: 2 | Rpn11 block: i | Scp-1 inhibitor: 4 | LMPTP block: -0.2 | TbMetRS inhib: -1.5 | SUMO1 PPI mod: 6 | MLLE-PAM2 inh: -8 | STEP inh: 0 | CSN deneddyl inh: 6 | DNMT1 block: 5

> COc1cc(Nc2ncnc(N)n2)cc(OC)c1
  NadD inh: -4 | Rpn11 block: i | Scp-1 inhibitor: -7 | LMPTP block: -1.9 | TbMetRS inhib: -0.3 | SUMO1 PPI mod: 3 | MLLE-PAM2 inh: 3 | STEP inh: -2 | CSN deneddyl inh: -4 | DNMT1 block: 2

Further compounds follow:
SMILES	NadD inh	Rpn11 block	Scp-1 inhibitor	LMPTP block	TbMetRS inhib	SUMO1 PPI mod	MLLE-PAM2 inh	STEP inh	CSN deneddyl inh	DNMT1 block
Cc1nn(-c2cccc(Cl)c2)c2nc(-c3ccco3)cc(C(=O)O)c12	5	i	14	0.5	0.1	40*	21	-1	31	71*
COC(=O)c1ccccc1NC(=O)CN1CCc2ccccc2C1	-8	i	0	1.2	-0.6	5	-5	3	2	-2
Cc1cccc(C(=O)N2CCCC(N3CCN(c4ccccc4)CC3)C2)n1 (stereo not drawn)	-5	i	-8	-0.5	-0.4	-3	3	-3	-4	3
Cc1ccc(S(=O)(=O)NC(=O)c2cc(C)n(CCCN3CCOCC3)c2C)cc1	7	i	-3	-8.9	0.4	8	3	5	-2	0
COc1cc(-c2nc(S(=O)(=O)c3ccc(Cl)cc3)c(N(C)C)o2)cc(OC)c1OC	-4	i	-5	-1.5	-0.1	1	2	-2	6	4
Cc1ccc(C#N)c(SCc2ccccc2[N+](=O)[O-])n1	-11	i	-10	-0.2	-0.4	-4	12	2	-5	1
COc1cccc(/C=N/N(C)C2=NS(=O)(=O)c3ccccc32)c1O	1	i	-4	-0.1	-0.1	15	-2	-2	1	-3
COc1ccc(C(=O)/C(=C/O)N=Nc2ccc(F)cc2)cc1	6	i	-9	3.3	-1.2	-12	21	2	-7	-1
Cc1ccc2c(c1)N(CC(=O)N1CCOCC1)C(=O)CO2	1	i	-4	-1.0	-0.7	8	7	3	7	0
CN1CCC(NC(=O)C2(C)CCN2Cc2ccc3ccccc3c2)CC1 (stereo not drawn)	-1	i	.	1.7	0.3	-5	5	0	-4	0

Rows were taken by chance. Share with any hit: about 3.6%.
